V-ATPase pH = regulators of yeast V-ATPase proton transport; S. cerevisiae, pHLuorin cytosolic pH fluorescence; response, % at 10 µM; 0.37% of 350,000 active; AID 504577; in the data active means response mostly above about 7.3%, no sharp cut-off; inactive means mostly below about 5.4%; further: actives read high; inactives centre near 0; some compounds called inactive have numbers as strong as hits
NSD2 inh = inhibitors of human histone methyltransferase NSD2; O96028; NSD2 peptide methylation, AlphaScreen, 120 min; inhibition, % at 12.5 µM; 0.54% of 310,000 active; AID 743445; in the data active means inhibition above about 50%
RTF Ca sens inh = cardiac RTF calcium desensitization; P19429+P45379; AID 493244; IANBD-labeled cardiac RTF, Ca2+ fluorescence; inhibition, % at 7.15 µM; 0.12% of 340,000 active;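 active means inhibition above the mean inhibition of all tested compounds plus 3 SD, cut at about 17% in these data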;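 further: assay run at fixed EC70 calcium of 1.6 mM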
LANA DNA inh = blocks KSHV LANA C-terminal domain binding to DNA; MBP-C-LANA/FAM-LBS DNA binding, fluorescence polarization; inhibition, % at 9 µM; 0.078% of 340,000 active;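 active means highest replicate inhibition at or above 60% at 9 µM, even if other replicates fall short; inactive means all replicates below 60% inhibition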;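 further: 0% = neutral control wells and 100% = 4 µM acridine orange control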
Arrestin-AP2 inh = blocks beta-arrestin peptide binding to AP2 adaptin. FITC-arrestin peptide / GST-AP2 beads, flow cytometry; AP2 beta2 appendage carries R879A mutation. inhibition, % at 10 µM. 0.31% of 340,000 active. AID 504490;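 active means inhibition above a set limit, near 3 SD of compounds lacking own fluorescence, cut at about 54% in these data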;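 further: plate controls were DMSO wells for no effect and 5 µM unlabelled arrestin peptide for full effect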
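System: GST-AP2 R879A glutathione beads | Also added: FITC-arrestin peptide, 50 nM | Times: 12 min plus 1 h, RT | Signal: Bead flow cytometry, FITC channel | Buffer or medium: PBS with 0.05% Tween 20 and 0.1% BSA | Read-out basis: Percent drop in bead-associated FITC signal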
DAGLB inh = diacylglycerol lipase beta (human) inhibition; Q8NCG7; AID 504411; 0.059% of 340,000 active; HEK293T DAGLB membrane lysate, EnzChek fluorogenic substrate; inhibition, % at 5.17 µM; in the data active means inhibition above about 34%;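 further: 0% = enzyme with vehicle and 100% = wells lacking enzyme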
CAL PDZ FP-1 = human CAL PDZ-peptide interaction inhibition; AID 504414; purified CAL PDZ, TMR-peptide fluorescence polarization, 1 h; 0.02% of 330,000 active; inhibition, % at 20 µM;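 active means highest replicate inhibition of at least 40%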;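 further: plate controls were DMSO neutral control wells for no effect and unlabeled competitor peptide control wells for full effect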
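Material – purified CerCALP PDZ construct · Detection – FP readout, S and P plane fluorescence · Measure – percent inhibition from loss of millipolarization · Controls – unlabelled peptide for full inhibition, DMSO wells as neutral · Probe or stimulus – TMR-labelled reporter peptide T*-PRC34 bound in PDZ groove · Times – 1 h at RT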
CAL PDZ FP-2 = inhibitors of human CAL PDZ peptide binding; purified CAL PDZ, TMR-peptide fluorescence polarization, 1 h; inhibition, % at 24.9 µM; 0.92% of 300,000 active; AID 602252;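 active means mean inhibition of at least 30% with at least half of replicates also reaching 30%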;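 further: 0% = DMSO neutral control and 100% = excess unlabeled competitor peptide PRC23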
Pemphigus Ab inh = inhibitors of pemphigus antibody binding to human desmoglein-3. P32926. DSG3-coupled beads, scFv-anti-DSG3-GFP binding, flow cytometry; stronger effect = lower value. binding (percent of control), % at 10 µM. 0.48% of 310,000 active;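 active means binding more than 3 SD below its plate's average and above zero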;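 further: hits lower antibody fragment binding to DSG3; some compounds called inactive have numbers as strong as hits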
Keap1 Nrf2 FP = disrupts human Keap1 binding to Nrf2 peptide. Q14145. Keap1 Kelch-Nrf2 peptide fluorescence polarization, 1536-well. inhibition, % at 9.4 µM. 0.15% of 340,000 active; in the data active means inhibition above about 12%;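 further: human Keap1 Kelch domain with fluorescein labeled Nrf2 9mer peptide probe; 0% = neutral control wells and 100% = peptide positive control; higher means more block of Keap1 binding to Nrf2 peptide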
* hit, by the source's call; x = not tested or not shown. Some of the compounds tested. The share of hits here may be higher or lower than overall.

SMILES | V-ATPase pH | NSD2 inh | RTF Ca sens inh | LANA DNA inh | Arrestin-AP2 inh | DAGLB inh | CAL PDZ FP-1 | CAL PDZ FP-2 | Pemphigus Ab inh | Keap1 Nrf2 FP
CC(C)Oc1ccc(S(=O)(=O)N2CCOCC2)cc1NC(=O)c1cc([N+](=O)[O-])ccc1N1CCOCC1 | -2 | 0 | -8 | -1.4 | 2 | -2 | -1.3 | 1 | 110 | -1
O=C(c1ccccc1)N(Cc1cccnc1)C1(C(=O)Nc2ccccc2)CCCCC1 | 0 | 0 | 2 | 0.7 | 0 | 0 | -1.6 | 0 | 111 | -2
O=C1NC(c2ccc(F)cc2)Oc2ccccc21 (stereo not given) | 0 | -2 | -5 | 2.6 | 3 | -1 | -1.1 | -8 | 109 | -1
Cc1ccc(N2CC(C(=O)N3CCCc4ccccc43)CC2=O)cc1 (stereo not given) | -3 | -3 | -6 | -0.3 | 3 | 2 | -2.9 | -3 | x | -1
NC(=O)C1CCCN(C(=S)NCc2ccc3c(c2)OCO3)C1 (stereo not given) | 1 | -1 | 2 | 0.2 | -2 | -2 | -0.1 | x | 93 | 3
CCC(C)C(=O)Nc1cc([N+](=O)[O-])ccc1Cl (stereo not given) | 0 | -2 | -20 | -3.3 | 3 | 0 | -0.2 | 2 | x | 0
COC(=O)CSc1cc([N+](=O)[O-])ccc1NC(=O)OC | 0 | -1 | 1 | -1.4 | 2 | -2 | -0.7 | x | 195 | 0
O=C(c1cc2cc(Br)cc(Br)c2oc1=O)N1CCOCC1 | -2 | -2 | 0 | 5.8 | 0 | 2 | x | -1 | 100 | -3
COc1ccc(CC(=O)OC(C)C(=O)NCc2ccc3c(c2)OCO3)cc1OC (stereo not given) | 1 | 0 | 0 | -0.6 | 41 | -4 | 0.2 | -4 | 110 | 4
COc1ccc(CNC(=O)C(=O)NCC2OCCN2S(=O)(=O)c2ccc(OC)c(OC)c2)cc1 (stereo not given) | 6 | 11 | -3 | 0.3 | -3 | -1 | -3.3 | -2 | 111 | -4
CCOC(=O)c1c(C)[nH]c(C)c1C(=O)CSc1nncs1 | -2 | -2 | -15 | 0.6 | -2 | 1 | 1.1 | -3 | 103 | -8
CC(CC(=O)O)C(=O)c1ccc(Cl)c([N+](=O)[O-])c1 (stereo not given) | 1 | 0 | -26 | -1.9 | 5 | -2 | -0.9 | -2 | 97 | -5
CC(C)Cc1nnc(NC(=O)CS(=O)(=O)Cc2ccccc2)s1 | 2 | 1 | 9 | -0.4 | 27 | -1 | -2.9 | 0 | 98 | 6
COc1ccc(NC(=O)/C=C/C(=O)O)c(OC)c1 | -4 | -1 | -11 | 0.9 | 1 | -1 | 0.6 | x | 116 | -2
COc1ccc(/C(C)=N/NC(=O)C(NC(=O)c2ccccc2)c2n[nH]c(=O)c3ccccc23)c(OC)c1 (stereo not given) | 1 | 2 | -1 | 0.5 | 2 | 27 | -1.3 | 6 | 92 | -2

In another format: entries from further up
Results follow in this order: V-ATPase pH	NSD2 inh	RTF Ca sens inh	LANA DNA inh	Arrestin-AP2 inh	DAGLB inh	CAL PDZ FP-1	CAL PDZ FP-2	Pemphigus Ab inh	Keap1 Nrf2 FP
CC(C)Cc1nnc(NC(=O)CS(=O)(=O)Cc2ccccc2)s1
 : 2	1	9	-0.4	27	-1	-2.9	0	98	6
COc1ccc(NC(=O)/C=C/C(=O)O)c(OC)c1
 : -4	-1	-11	0.9	1	-1	0.6	x	116	-2

Some values from the entries so far:
In NSD2 inh, CC(CC(=O)O)C(=O)c1ccc(Cl)c([N+](=O)[O-])c1 (stereo not given) is entered as 0
In RTF Ca sens inh, CCC(C)C(=O)Nc1cc([N+](=O)[O-])ccc1Cl (stereo not given) is entered as -20
In DAGLB inh, COc1ccc(NC(=O)/C=C/C(=O)O)c(OC)c1 is entered as -1

Further records follow.
SMILES | V-ATPase pH | NSD2 inh | RTF Ca sens inh | LANA DNA inh | Arrestin-AP2 inh | DAGLB inh | CAL PDZ FP-1 | CAL PDZ FP-2 | Pemphigus Ab inh | Keap1 Nrf2 FP
COc1ccc(CN2CCN(C(=O)c3ccc(F)cc3)CC2)c(OC)c1 | 3 | 13 | -5 | 0.1 | 2 | -4 | 0.6 | -2 | 101 | -3
COc1ccc(-c2noc(CNC(=O)c3ccc4c(c3)OCO4)n2)cc1OC | 1 | -1 | 8 | -2.0 | 14 | -3 | -1.2 | 1 | 104 | -1
CC(C)CC1(C)NC(=O)N(CC(=O)NC(=O)Nc2ccc3c(c2)OCCO3)C1=O (stereo not given) | -2 | 0 | 2 | 0.2 | -3 | 2 | -0.1 | x | x | 2
Cc1csc(SCC(=O)N(C)CC(=O)Nc2ccc(F)cc2)n1 | -4 | x | -2 | -0.5 | -2 | 0 | -0.9 | 3 | 108 | -2
O=C(CN1C(=O)S/C(=C\c2ccc(Cl)cc2)C1=O)NCCCn1ccnc1 | -3 | 24 | -2 | 0.3 | 9 | -1 | -3.1 | 2 | 91 | 2
CCN(Cc1ccccc1)C(=O)Cn1cnc2c1c(=O)n(C)c(=O)n2C | 2 | -2 | 0 | -2.1 | 3 | 0 | -0.3 | -4 | 88 | 4
CCCn1c(SCC(=O)Nc2cccc(S(=O)(=O)N(C)C)c2)nc2ccccc2c1=O | -4 | 11 | 1 | -0.4 | -8 | -3 | -1.9 | -3 | 102 | -6
CCc1noc(C)c1C(=O)NNC(=O)COc1ccc(C)c(C)c1 | 3 | 2 | -11 | -0.9 | -2 | -2 | -3.3 | -3 | 96 | 4
CCOc1ccc(N(CC(=O)NC2CCCCC2)C(=O)CCCC(=O)Nc2ccccn2)cc1 | 1 | 40 | 6 | -0.8 | 15 | -1 | 0.0 | 8 | x | 1
O=C(CN1C(=O)CCC1=O)Nc1cccc2c1C(=O)NC2=O | 4 | -1 | -5 | -0.7 | -13 | 1 | -0.8 | -3 | 96 | -4
COc1cc(C(C2C(=O)CC(C)(C)CC2=O)C2C(=O)CC(C)(C)CC2=O)ccc1O | 4 | 2 | -13 | -0.7 | 1 | 1 | 0.2 | -1 | 97 | 0
C=CCn1c(SCc2cc(C(C)=O)ccc2OCC)nc2ccccc2c1=O | -1 | 0 | -3 | -0.4 | 0 | -10 | -3.0 | -1 | 128 | -3
Cc1cc2sc3ccc(C#CC4(O)CCCCC4)cc3c(=O)c2cc1C | -2 | x | 6 | -2.2 | -2 | -3 | 0.1 | 0 | 93 | 0
CCCOP(=O)(c1ccc(N(C)C)cc1)C(O)c1ccc(Cl)cc1Cl (stereo not given) | 0 | 3 | -4 | -2.9 | 1 | 2 | -0.9 | 2 | 109 | 4
O=C(O)c1ccc2c(c1)C(c1ccccc1)OC2=O (stereo not given) | 0 | 1 | -4 | 0.3 | 4 | 1 | -0.5 | x | 103 | 2
O=C(CSc1nnc(-c2cccnc2)o1)Nc1ccc(Br)cc1 | 2 | 3 | -39 | 0.3 | 8 | 0 | -0.1 | -3 | x | 2
O=C(CN1CCN(c2cccc(Cl)c2)CC1)c1ccc(O)cc1O | 4 | 7 | -7 | -1.8 | 18 | 3 | -2.0 | 0 | 99 | 3
CSCCC(NC(=O)COc1ccccc1)C(=O)N1CCN(C(C)=O)CC1 (stereo not given) | 3 | 0 | -6 | 0.9 | -29 | 0 | -1.3 | -4 | 113 | 0
O=C(NN=Cc1ccc([N+](=O)[O-])cc1)c1ccncc1 | -5 | 2 | -4 | -0.8 | 5 | -3 | -1.4 | -6 | 100 | 4
C=CCNC(=O)NC(=O)COn1nnc2ccc(S(=O)(=O)N(C)C)cc21 | 3 | -1 | 9 | 0.0 | 9 | 4 | 0.3 | -4 | 127 | -1
CN(C(=O)CCc1nc(-c2ccccc2F)no1)c1ccccc1 | 2 | -3 | 9 | -1.2 | 16 | 4 | -3.5 | 5 | 98 | -6
Cc1ccc(Cl)c2sc(NC(=O)C3=COCCO3)nc12 | -2 | 1 | 2 | 0.7 | -4 | -6 | -1.6 | -4 | 107 | -7
O=C(c1ccco1)N1CCN(C(=O)c2ccccc2Oc2ccccc2)CC1 | 0 | 1 | 0 | -0.4 | 0 | 0 | -2.4 | -1 | 100 | -4
CS(=O)(=O)c1ccc2nc(NC(=O)CN3C(=O)NC4(CCCC4)C3=O)sc2c1 | -2 | 0 | -11 | 1.3 | -4 | 0 | -2.1 | 3 | 107 | 2
O=C1CCC(C(=O)N2CCCC(Nc3ccc(F)cc3)C2)=NN1 (stereo not given) | -3 | 25 | -4 | 3.4 | 29 | 2 | 0.2 | x | x | 1
O=C(CN1CCSCC1)N/N=C/c1cccc(Cl)c1 | 0 | 3 | -3 | -0.4 | -14 | 0 | -19 | 2 | 94 | -6
Cc1cc(C)cc(NC(=O)C(OC(=O)c2ccc([N+](=O)[O-])o2)c2ccccc2)c1 (stereo not given) | 0 | 2 | -4 | 4.2 | 30 | 0 | -0.2 | -2 | 102 | 5
CCN(CC)C(=O)CSc1nnc(-c2cnccn2)n1-c1ccccc1 | 0 | 2 | 4 | 0.6 | 22 | 2 | -1.1 | 1 | 102 | -1
O=C1c2ccccc2C(=O)N1CCCC(=O)N1CCc2ccccc21 | -2 | 0 | -6 | 0.3 | -7 | 0 | -0.5 | 0 | 98 | 6
O=C(OCCN1CCOCC1)c1ccccc1Cl | -1 | -3 | 5 | -0.1 | 13 | -4 | 0.0 | 3 | 114 | -2
CCN(CC(=O)NC(C)(C)C)Cc1nc2c(Br)cc(Br)cc2c(=O)[nH]1 | -5 | x | 2 | 0.2 | 35 | 0 | -2.9 | -2 | 97 | -3
COc1ccccc1OCC(=O)N/N=C1\CCCCc2ccccc21 | 0 | -4 | -7 | -0.4 | 1 | -1 | 0.2 | -2 | 103 | -2
CC1CCN(C(=O)CSc2nc3c(cnn3-c3ccc(Cl)cc3)c(=O)[nH]2)CC1 | 2 | x | -5 | 1.4 | -3 | 3 | 0.2 | x | 93 | -3
CCCCCCNS(=O)(=O)c1ccc(OC)c(OC)c1 | 5 | 11 | 6 | 0.1 | 37 | -1 | -0.7 | -2 | 114 | -1
CCN1CCC(NCCc2ccc(F)cc2)CC1 | -3 | 5 | 0 | -2.4 | -11 | -1 | -1.3 | 0 | 116 | -1
COCCCNCCCCOc1ccc(OCc2ccccc2)cc1 | -2 | 3 | -1 | 0.0 | 11 | 1 | -2.2 | -4 | 100 | 3
O=C1c2ccccc2C(=O)N1CC1CCCO1 (stereo not given) | -3 | -1 | -8 | -1.0 | -8 | -1 | 0.5 | 0 | 106 | 2
CC1Cc2nc(SCC(=O)Nc3nc4ccccc4s3)n(C)c(=O)c2S1 (stereo not given) | 0 | x | -8 | 0.6 | 0 | 2 | -2.4 | x | 99 | 0
Cc1cc(C)cc(N(CC(=O)NCc2ccc(F)cc2)C(=O)CCC(=O)Nc2ccccn2)c1 | -2 | 40 | -18 | -3.0 | 22 | -1 | -3.5 | -2 | 101 | 3
COCCCNC(=O)CSc1nc2c(sc(=S)n2-c2cc(Cl)ccc2OC)c(=O)[nH]1 | -2 | 3 | -4 | -0.2 | 2 | 1 | 0.6 | -3 | 98 | -1

Compound activity deposited in PubChem by several laboratories.
